IDE cell inh = cellular human IDE inhibition | P14735 | HEK cells, FAbetaB cleavage, fluorescence polarization | inhibition, % at 5.59 µM | actives 0.41% (n = 320,000);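 active = percent inhibition above the average of all tested compounds plus 3 SD, set per screening campaign, cut at about 16% in these data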;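 also: IDE supplied by intact live HEK cells; FP after avidin binding of uncleaved biotin substrate so inhibition keeps polarization high; 0% = DMSO wells and 100% = 60 µM reference IDE inhibitor Ii1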
Target sequence (P14735 whole entry, looked up): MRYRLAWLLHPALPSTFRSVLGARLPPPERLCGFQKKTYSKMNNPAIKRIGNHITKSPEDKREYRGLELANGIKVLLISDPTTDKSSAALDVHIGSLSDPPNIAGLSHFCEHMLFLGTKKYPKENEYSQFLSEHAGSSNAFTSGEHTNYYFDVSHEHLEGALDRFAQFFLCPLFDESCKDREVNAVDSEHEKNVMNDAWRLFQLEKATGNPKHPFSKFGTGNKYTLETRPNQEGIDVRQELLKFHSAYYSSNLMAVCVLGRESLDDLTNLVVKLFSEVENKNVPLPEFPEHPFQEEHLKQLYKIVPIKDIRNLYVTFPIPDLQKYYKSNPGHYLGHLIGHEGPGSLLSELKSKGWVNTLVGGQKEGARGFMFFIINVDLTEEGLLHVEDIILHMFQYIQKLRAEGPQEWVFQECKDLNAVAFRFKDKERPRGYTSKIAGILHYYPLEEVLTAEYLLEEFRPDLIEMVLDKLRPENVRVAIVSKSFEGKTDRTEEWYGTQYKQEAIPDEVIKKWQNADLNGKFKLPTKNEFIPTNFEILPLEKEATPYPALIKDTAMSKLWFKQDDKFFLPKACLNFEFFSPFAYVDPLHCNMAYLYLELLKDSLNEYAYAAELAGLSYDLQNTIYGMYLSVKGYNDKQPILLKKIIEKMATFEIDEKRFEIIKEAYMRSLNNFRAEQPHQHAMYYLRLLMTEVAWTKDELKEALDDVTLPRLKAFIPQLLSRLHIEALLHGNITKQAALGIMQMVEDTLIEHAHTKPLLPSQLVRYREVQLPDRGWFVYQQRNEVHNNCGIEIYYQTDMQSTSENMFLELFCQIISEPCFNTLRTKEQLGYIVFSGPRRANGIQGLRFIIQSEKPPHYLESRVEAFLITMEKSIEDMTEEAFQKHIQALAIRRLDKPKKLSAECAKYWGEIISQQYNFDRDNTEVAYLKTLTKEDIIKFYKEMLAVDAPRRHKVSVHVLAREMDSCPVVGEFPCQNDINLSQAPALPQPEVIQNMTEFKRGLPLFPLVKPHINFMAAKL
IDE cell activ = boosts human insulin-degrading enzyme activity in HEK cells; actives 0.073% (n = 340,000); activation, % at 5.96 µM; FAbeta-B cleavage, fluorescence polarization; 0% vehicle, 100% cell-free pure enzyme wells; AID 493087;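 active = activation above the mean of all tested compounds plus 3 SD, set per screening campaign, cut at about 17% in these data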
* = called active by the depositor. This is a subset. The share of hits here may be higher or lower than overall.

Order of results – IDE cell activ | IDE cell inh
> O=[N+]([O-])c1ccccc1CN1CCN(S(=O)(=O)c2ccccc2)CC1
  4 | 4
> Cc1c(S(=O)(=O)N2CCCCC2)c(=O)n(C)c(=O)n1C
  5 | 8
> COc1ccc(C(=O)OCC(=O)NCC2CCCO2)c(F)c1 (stereo not given)
  1 | -3
> CC(=O)N1CCc2c(sc(NC(=O)C3CCCN3S(=O)(=O)c3cccs3)c2C#N)C1 (stereo not given)
  1 | 8
> O=C1C(c2ccccc2)=[N+]([O-])c2ccccc21
  -3 | 11
> COc1ccc(NC(C)=O)cc1NC(=O)c1cccc(S(=O)(=O)N2CCN(Cc3ccccc3)CC2)c1
  2 | -3
> C=C1CCC2[C@](C)(CO)[C@H](O)CC[C@@]2(C)[C@@H]1/C=C/C1=CCOC1=O (stereo not given in full)
  2 | -4
> O=c1onc(-c2ccccc2)c2ccccc12
  9 | 16*
> COC(=O)c1c(C)cc(O)cc1O
  2 | 5
> CCN(CC)Cc1ccccc1CNC(=O)c1cccc(S(=O)(=O)Nc2ccc3c(c2)OCO3)c1
  1 | 6
> CC(O)[C@H]1CC[C@H]2[C@@H]3CC[C@H]4C[C@@H](O)CC[C@]4(C)[C@H]3/C(=N/O)C[C@]12C (stereo not given in full)
  -3 | 9
> CN(Cc1ccccc1F)C(=O)CN1c2cccc3cccc(c23)S1(=O)=O
  1 | 3
> C=CCN1c2ccccc2[C@]23C[C@@H](C(=O)OC)N(C(=O)OCC)C2=NC(C(=O)OC)=C(C(=O)OC)[C@H]13
  -4 | -1
> O=C(c1ccc(Cl)c(S(=O)(=O)N2CCCCC2)c1)N1CCCC(C(F)(F)F)C1 (stereo not given)
  3 | 0
> COC(=O)c1ccc(C2=NOC(C)(c3nnc(-c4cccc(Cl)c4)o3)C2)cc1 (stereo not given)
  -2 | 3

Record cards, from the list above.
`CCN(CC)Cc1ccccc1CNC(=O)c1cccc(S(=O)(=O)Nc2ccc3c(c2)OCO3)c1` as listed: IDE cell activ = 1; IDE cell inh = 6
`COc1ccc(NC(C)=O)cc1NC(=O)c1cccc(S(=O)(=O)N2CCN(Cc3ccccc3)CC2)c1` as listed: IDE cell activ = 2; IDE cell inh = -3
`O=[N+]([O-])c1ccccc1CN1CCN(S(=O)(=O)c2ccccc2)CC1` as listed: IDE cell activ = 4; IDE cell inh = 4

Remaining list, next part:
Order of results – IDE cell activ | IDE cell inh
> CC(=O)C[C@H](O)CC(=O)[C@H]1OC(=O)[C@@H](C)C/C=C\Cc2ccccc21
  7 | 4
> CCC(C(=O)NC1C(=O)N2C(C(=O)O)=C(CSc3nnc(C)s3)CSC12)c1ccccc1 (stereo not given)
  -5 | 5
> CCOc1ccc(-c2nnc(SCC(=O)N3CCNC3=O)o2)cc1
  -5 | -3
> Cc1ccccc1C(=O)NNC(=O)C1CC(=O)N(Cc2ccccc2)C1 (stereo not given)
  1 | 6
> Cc1cc(=O)[nH]c(SCC(=O)NC2CCCCCCC2)n1
  -6 | 0
> O=C(Cc1csc(-c2cccc(Cl)c2)n1)Nc1cccc(S(=O)(=O)NC2=NCCC2)c1
  1 | 4
> CCCCn1c(N)c(N(CCC(C)C)C(=O)CSc2nncn2-c2ccccc2)c(=O)[nH]c1=O
  4 | 1
> CCC1(c2ccccc2)NC(=O)N(CC(=O)N(C)CC(=O)Nc2ccc(F)c(F)c2F)C1=O (stereo not given)
  3 | -1
> CC(C)(C=O)Cc1cc(C(C)(C)C)c(O)c(C(C)(C)C)c1
  1 | 0
> O=C(CN1C(=O)c2ccccc2S1(=O)=O)Nc1ncc(Cl)cc1Cl
  -4 | 3
> O=C(CN1C(=O)NC2(CCCCCCC2)C1=O)NCc1ccc(Cl)cc1
  4 | -2
> COc1ccc(NC(=O)C(=O)NCC(c2ccco2)N2CCc3ccccc3C2)cc1OC (stereo not given)
  0 | -3
> Cc1ccc(-c2nn(-c3ccccc3)cc2C(=O)NC2CCC(O)CC2)cc1 (stereo not given)
  4 | -3
> COc1cc(C(=O)NC(=S)N(CCC#N)Cc2cccnc2)cc(OC)c1OC
  -5 | 3
> O=C(CN(Cc1ccco1)Cc1ccco1)Nc1cc(S(=O)(=O)N2CCCCC2)ccc1Cl
  3 | -3
> O=C(N/N=C/C1CCCCC1)c1ccccc1-n1cccc1
  1 | -3
> O=C(c1ccc([N+](=O)[O-])o1)N(Cc1nnc(-c2ccccc2Cl)o1)C1CC1
  5 | -2
> CCOc1ccc(NC(=O)CN(C)C(=O)c2cc3c(s2)CCCCC3)cc1OCC
  1 | -5
> O=C(NCCCn1ccnc1)c1ccc(-c2cccc(C(F)(F)F)c2)o1
  2 | 2
> Cc1ccccc1OCC(=O)OCC(=O)NCc1ccco1
  4 | 4
> O=C(NC1=NCCS1)C1CCN(S(=O)(=O)c2ccccc2C(F)(F)F)CC1
  2 | 2
> Cc1noc(C)c1C(=O)Nc1nc2ccc(F)cc2s1
  3 | 2
> N#Cc1ccsc1NC(=O)CCN1C(=O)C2CCCCC2C1=O (stereo not given)
  4 | 7
> CC12CCC(=O)N1C(C(=O)NNC(=O)COc1ccccc1Cl)CS2 (stereo not given)
  5 | -7
> CC1CCC(NC(=O)c2cccc(S(=O)(=O)N3CCN(C)CC3)c2)CC1 (stereo not given)
  0 | 4
> COc1ccccc1C(CNC(=O)C(CCSC)NS(=O)(=O)c1ccccc1F)N1CCCC1 (stereo not given)
  3 | 2
> O=C(Cn1nc(C(=O)O)c2ccccc2c1=O)Nc1ccc(Cl)c(S(=O)(=O)N2CCOCC2)c1
  7 | 9
> O=C(COC(=O)C1CCC1)NCc1ccc(F)cc1
  -1 | 1
> CC1(C)C(=O)N(CCN2CCC(C(=O)c3ccc(F)cc3)CC2)c2ccccc21
  7 | 7
> C[C@H](CO)N1C[C@H](C)[C@@H](CN(C)Cc2ccc(C(=O)O)cc2)Oc2c(NC(=O)c3ccncc3)cccc2C1=O
  1 | 7

Entries listed above shown as hits in IDE cell inh.
Order of results – IDE cell activ | IDE cell inh
> O=c1onc(-c2ccccc2)c2ccccc12
  9 | 16*

The list goes on:
Order of results – IDE cell activ | IDE cell inh
> CC(=O)c1c(C)[nH]c(C(=O)Nc2cccc(S(=O)(=O)N3CCCCC3)c2)c1C
  4 | 1
> CN1CCCN(S(=O)(=O)c2cccc(C(F)(F)F)c2)c2nc3ccccc3nc21
  3 | -2
> CN(CC(=O)Nc1ccc(N2CCOCC2)cc1)C(=O)CCNC(=O)c1ccc(Br)cc1
  3 | 1
> Cc1ccc(S(=O)(=O)N(CC(=O)NCc2ccccc2Cl)C(=O)N2CCN(C)CC2)cc1
  -5 | -2
> CN(Cc1ccccc1)S(=O)(=O)CCNC(=O)c1ccc2c(c1)OCO2
  -2 | 7
> O=C(OCCN1C(=O)c2ccccc2C1=O)C1CC(O)CN1S(=O)(=O)c1ccc(Cl)cc1 (stereo not given)
  2 | -4
> COc1ccc(C2=NOC(C)(c3nnc(Cc4ccccc4)o3)C2)cc1 (stereo not given)
  9 | -11
> CC1CCN(C(=S)NC(=O)c2ccc(F)cc2)CC1
  4 | 9
> C[C@H]1CN([C@@H](C)CO)C(=O)c2cccc(NC(=O)Nc3ccc(C(F)(F)F)cc3)c2O[C@@H]1CN(C)Cc1ccc(Cl)c(Cl)c1
  3 | -2
> Nn1c(SCC(=O)NC2CCS(=O)(=O)C2)nc2scc(-c3ccccc3)c2c1=O (stereo not given)
  4 | 6
> Nn1c(SCC(=O)NC2CCS(=O)(=O)C2)nnc1-c1ccco1 (stereo not given)
  3 | -1
> CCc1ccccc1NC(=O)CN1CCN(C(=O)CCC(=O)N2CCC(c3ccccc3)=N2)CC1
  2 | 0
> O=C(C[n+]1cccc(C(=O)N/N=C/c2ccc(Br)cc2)c1)c1ccccc1
  0 | 2
> COc1ccc(CC(=O)Oc2ccc(C)cc2Br)cc1S(=O)(=O)N1CCOCC1
  -3 | 7
> CN1CCN(C2Cc3ccc(F)cc3Sc3cc(F)c(Cl)cc32)CC1 (stereo not given)
  0 | -2
> Cc1ccc(NS(=O)(=O)c2cccc(C(=O)NCCCN3CCCC3=O)c2)cc1
  5 | 0
> CC1(c2ccc3c(c2)OCO3)NC(=O)N(CC(=O)c2ccc[nH]2)C1=O (stereo not given)
  2 | -2
> Cc1cc(SCC(=O)OCC(=O)N2CCCC2=O)c(C)cc1Br
  3 | 1
> CCCN(CC(=O)Nc1ccccc1C)C(=O)c1ccc(-c2ccc([N+](=O)[O-])cc2)o1
  1 | 7
> Cc1cnc(NC(=O)CSCc2c(C)noc2C)s1
  2 | 4
> C(=C(c1ccccc1)c1ccccc1)c1ccccn1
  5 | 2
> CC(C)c1ccc(NC(=O)CN2C(=O)NC3(CCCCCCC3)C2=O)cc1
  0 | -2
> C=CCSc1nnc(NC(=O)c2c(CC)noc2C)s1
  1 | 5
> O=C(CN1CCOCC1)NNC(=O)c1ccc(Cl)cc1
  2 | 0
> CCCCn1c(N)c(N(CCOC)C(=O)c2ccc(N3C(=O)CCC3=O)cc2)c(=O)[nH]c1=O
  0 | 0
> CC(=O)Nc1ccc(NC(=O)C(C)OC(=O)C2CCN(S(=O)(=O)c3ccc4c(c3)OCCO4)CC2)cc1 (stereo not given)
  7 | 0
> CC1CN(S(=O)(=O)c2cccc(C(=O)NCc3ccco3)c2)CC(C)O1 (stereo not given)
  0 | 3
> Cc1ccc(C(=O)NCC(=O)N(C)CC(=O)Nc2ccccc2Br)s1
  0 | 3
> COc1ccc(C(=O)NNC(=O)COC(=O)c2sccc2C)cc1
  4 | 3
> COc1ccc([C@H]2/C=C\CN(S(=O)(=O)c3ccc4ccccc4c3)[C@@H](C)C(=O)N2Cc2ccc(F)cc2)cc1
  2 | 3
> Cc1csc(NC(=O)c2cc(C)on2)n1
  3 | -1
> COC(=O)[C@@]12CCCCN1[C@H](c1ccc(SC3CCCCC3)cc1)[C@@H]1C(=O)N(C)C(=O)[C@@H]12
  1 | 7
> CCN(CC(=O)Nc1ccccc1C(F)(F)F)C(=O)c1ccccc1Cc1ccccc1
  4 | 6
> CC(Oc1ccc(Br)cc1)C(=O)NCC(C)(C)N1CCOCC1 (stereo not given)
  0 | 0
> Cc1ccc(S(=O)(=O)N2[C@@H](c3ccc(F)cc3)C(C(=O)O)=CC[C@H]2c2ccc(Cl)cc2)cc1
  1 | 2
> CCOC(=O)c1c(NC(=O)COC(=O)c2ccc(C)s2)sc2c1CC(C)(C)NC2(C)C
  1 | 2
> Cc1ccc2nc(NC(=O)COC(=O)c3cccnc3)sc2c1
  2 | -3
> CCCN(CC(=O)Nc1ccccc1C)C(=O)/C=C/c1ccc(OCC)c(OC)c1
  7 | -1
> Cc1ccc(CNC(=O)COC(=O)C2CCC2)cc1
  1 | 6
> Cc1cc(C)cc(NC(=O)CSc2nc(=O)n3cc(C)ccc3n2)c1
  2 | 5
> NS(=O)(=O)c1cccc(Nc2nc3ccccc3nc2NS(=O)(=O)c2ccc(Cl)cc2)c1
  1 | -2
> CN(CC(=O)Nc1cccc(F)c1)C(=O)CNS(=O)(=O)c1ccc(N(C)C)c([N+](=O)[O-])c1
  3 | -1

Among those listed so far, these contain a furan ring, fused or not.
Order of results – IDE cell activ | IDE cell inh
> COc1ccc(NC(=O)C(=O)NCC(c2ccco2)N2CCc3ccccc3C2)cc1OC (stereo not given)
  0 | -3
> O=C(CN(Cc1ccco1)Cc1ccco1)Nc1cc(S(=O)(=O)N2CCCCC2)ccc1Cl
  3 | -3
> O=C(c1ccc([N+](=O)[O-])o1)N(Cc1nnc(-c2ccccc2Cl)o1)C1CC1
  5 | -2
> O=C(NCCCn1ccnc1)c1ccc(-c2cccc(C(F)(F)F)c2)o1
  2 | 2
> Cc1ccccc1OCC(=O)OCC(=O)NCc1ccco1
  4 | 4
> Nn1c(SCC(=O)NC2CCS(=O)(=O)C2)nnc1-c1ccco1 (stereo not given)
  3 | -1
> CCCN(CC(=O)Nc1ccccc1C)C(=O)c1ccc(-c2ccc([N+](=O)[O-])cc2)o1
  1 | 7
> CC1CN(S(=O)(=O)c2cccc(C(=O)NCc3ccco3)c2)CC(C)O1 (stereo not given)
  0 | 3

High-throughput results deposited in PubChem by The Scripps Research Institute Molecular Screening Center.
